Calpain2 inh: inhibitors of pig calpain II; inhibition, % at 16 µM; hit rate 0.37% among 220,000; purified calpain II, fluorogenic peptide substrate, 30 min;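 active = inhibition above about 50%, limit read from the data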
Mdm2 ligase inh: Mdm2 E3 ligase (human) inhibition. Q00987. cell-based MDM2 ubiquitination luciferase reporter, 2 h; 0 = plate control, 100 = twice control, blank-subtracted. signal enhancement, % at 5 µM. hit rate 0.11% among 210,000;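 active = signal enhancement of 30% or more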;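 note: luminescence tracks abundance of the self-degrading MDM2-luciferase fusion protein; higher signal means inhibition of MDM2 E3 ligase activity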
Target sequence (Q00987 whole entry, looked up, the tested form may be a part): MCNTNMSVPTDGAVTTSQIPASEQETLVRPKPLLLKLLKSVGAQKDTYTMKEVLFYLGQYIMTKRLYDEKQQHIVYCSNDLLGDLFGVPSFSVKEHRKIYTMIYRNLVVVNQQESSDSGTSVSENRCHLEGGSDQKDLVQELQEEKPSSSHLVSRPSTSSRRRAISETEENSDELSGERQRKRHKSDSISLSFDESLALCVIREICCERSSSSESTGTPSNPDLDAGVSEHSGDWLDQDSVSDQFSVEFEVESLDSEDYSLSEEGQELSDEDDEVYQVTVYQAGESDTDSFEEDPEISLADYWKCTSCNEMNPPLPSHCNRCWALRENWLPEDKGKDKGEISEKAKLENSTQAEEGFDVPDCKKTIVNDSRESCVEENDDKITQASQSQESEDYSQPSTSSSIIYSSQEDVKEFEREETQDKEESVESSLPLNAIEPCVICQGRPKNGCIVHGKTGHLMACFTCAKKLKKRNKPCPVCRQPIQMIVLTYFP
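Buffer or medium: Cells held in DMEM | Assay system: Stable mammalian line carrying autodegrading MDM2–luciferase fusion reporter | Quantity: 2000 cells/well | Times: 4 h settle plus 2 h compound, 37 °C | Doses: One concentration, 5 µM, with 0.2% DMSO | Technique: Luminescence with SteadyLite reagent, 15 min at room temperature | Benchmarks: Plate controls and plate blanks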
EBV gp42 inh: inhibitors of Epstein-Barr virus glycoprotein 42. inhibition, % (tested at 21.74 µM). hit rate 0.42% among 220,000. Fluorescence polarization binding assay, mP read-out. AID 1085. Q1HVG2; in the data active = inhibition above about 50%
Target sequence (Q1HVG2 whole entry, looked up): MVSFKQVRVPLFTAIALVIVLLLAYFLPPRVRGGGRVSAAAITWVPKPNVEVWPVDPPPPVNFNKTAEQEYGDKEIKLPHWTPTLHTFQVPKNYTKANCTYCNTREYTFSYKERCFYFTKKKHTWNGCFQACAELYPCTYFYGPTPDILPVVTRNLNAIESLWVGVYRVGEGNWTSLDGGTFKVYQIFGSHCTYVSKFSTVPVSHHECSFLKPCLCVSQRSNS
PERK inhibitor: inhibitors of human PERK kinase | Q9NZJ5 | CHO PERK-DD fusion, SEAP luminescence translation reporter | inhibition, % at 5.6 µM | hit rate 0.17% among 220,000;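 active = inhibition above the mean inhibition of all tested compounds plus 3 SD, set separately per screening campaign, cut at about 2.9% in these data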;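 note: PERK kinase domain activated by AP20187 dimerizer at 100 nM; 0% = DMSO with dimerizer and 100% = rapamycin at 8.4 µM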
Rad51 HR inh: blocks human Rad51 in homologous recombination; hRad51 DNA strand exchange, fluorescence dequenching; hit rate 0.085% among 200,000; inhibition, % at 10 µM; Q06609;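 active = inhibition above 40% at the single screening dose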;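 note: 0% = DMSO control wells and 100% = blanks with heterologous ssDNA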
Target sequence (Q06609 whole entry, looked up): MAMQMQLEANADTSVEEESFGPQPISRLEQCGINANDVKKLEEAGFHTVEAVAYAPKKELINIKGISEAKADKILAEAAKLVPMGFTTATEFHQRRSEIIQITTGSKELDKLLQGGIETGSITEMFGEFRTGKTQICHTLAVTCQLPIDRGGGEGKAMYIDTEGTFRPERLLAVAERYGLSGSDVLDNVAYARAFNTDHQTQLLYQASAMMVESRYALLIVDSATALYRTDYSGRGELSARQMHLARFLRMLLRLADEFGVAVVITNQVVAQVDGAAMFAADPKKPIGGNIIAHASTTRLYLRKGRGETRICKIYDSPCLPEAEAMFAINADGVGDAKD
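Material: Human Rad51 nucleoprotein filaments preassembled on unlabelled ssDNA | Also added: Labelled 47-mer dsDNA for strand exchange | Dosing: Single dose, 10 µM final compound | Schedule: 30-min compound preincubation and 15-min exchange, both room temperature | Technique: Fluorescence dequenching at 485/520 nm | Measure: Percent inhibition relative to plate controls and blanks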
TNF necrop inh: TNF-alpha cell death inhibition in Jurkat FADD-/- cells; Jurkat FADD-/- TNF necroptosis rescue, ATP luminescence, 24 h; 0 = TNF only, 100 = no-TNF cells; activation (protection from cell death), % at 10 µM; hit rate 0.068% among 220,000;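 active = activation, meaning protection from cell death, of at least 50% relative to plate controls; inactive = activation below 50%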;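 note: necroptosis triggered by 40 ng/mL TNF-alpha added together with compound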
eIF4E 4G PPI: blocks eIF4E binding to eIF4G; P63073+Q04637; inhibition, % at 21.7 µM; AID 782; hit rate 0.37% among 220,000; TR-FRET eIF4E-eIF4GI(517-606) binding, 2 h;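 active = inhibition above about 30%, limit read from the data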;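 note: 0% = full FRET control wells and 100% = background wells lacking eIF4GI fragment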
KCC2 mod: modulates chloride dependent transport by human KCC2 | B-score of Tl+ flux slope (higher = more flux/activation; lower = inhibition) at 10 µM | KCC2 cells, thallium flux FluoZin-2 fluorescence | AID 1456 | hit rate 2.2% among 190,000;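 active = thallium flux slope and its plate-corrected score both differing from the plate sample mean at a set confidence after two filtering rounds, in either direction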;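 note: slope of fluorescence scaled to starting intensity during 10 to 20 s after thallium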
zVAD death inh: blocks zVAD induced death of L929 cells. L929 zVAD necroptosis rescue, ATP luminescence, 24 h; with zVAD 60 µM. viability rescue, % at 10 µM. hit rate 0.38% among 220,000. AID 1377;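 active = activation, scaled between plate controls, above about 75%, limit read from the data; inactive = activation under that limit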;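 note: 0% = zVAD with DMSO and 100% = DMSO alone without zVAD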
The depositor's hits bear a star; i = inactive; . = no result given; [ ] = dose if it differs, or a comment.

SMILES	Calpain2 inh	Mdm2 ligase inh	EBV gp42 inh	PERK inhibitor	Rad51 HR inh	TNF necrop inh	eIF4E 4G PPI	KCC2 mod	zVAD death inh
O=C(CSc1ccc(Cl)cc1)Nc1ccc(NC(=O)c2ccco2)cc1	-7	2	-10	1.4	3	-0.7	-2	.	1.5
Cc1ccccc1/[N+]([O-])=C/c1ccncc1	13	-1	-7	0.6	4	-9.3	9	0.78	-0.8
COC(=O)c1ccc(C)c(NC(=O)CN(c2cc(OC)ccc2OC)S(C)(=O)=O)c1	-12	.	-24	-0.6	-2	2.6	7	-0.2	0.7
CCOc1ccc(N2C(=O)CC(N3CCN(C4CCc5ccccc5C4)CC3)C2=O)cc1 (stereo unspecified)	-10	-5	-9	-0.3	0	-2.2	3	.	0.9
CCOc1cccc(/C(O)=C2/C(=O)C(=O)N(CCN3CCOCC3)C2c2ccncc2)c1 (stereo unspecified)	0	-5	-7	0.9	-9	0.0	1	0.27	7.2
O=C(Nc1ccc([N+](=O)[O-])cc1)C1CC12CCC2 (stereo unspecified)	28	-29	19	-0.7	-10	4.3	2	-0.55	-0.5
Cc1ccc(C(=O)NCCNC(=O)CN2CCOCC2)cc1	14	-20	-6	0.3	.	2.1	13[fluorescence artefact?]	0.045	0.0
Cc1oc(CSCC2CCCO2)cc1C(=O)O (stereo unspecified)	-19	-12	-9	1.8	2	-1.6	3	0.94	0.4
NS(=O)(=O)c1ccc(NC(=S)NC(=O)c2cccc(Br)c2)cc1	33	-6	-8	0.9	-5	-0.7	2	1.1	1.3
COc1ccc(C2/C=C\CN(C(=O)NC(C)C)CC(=O)N2Cc2ccc(F)cc2)cc1 (stereo unspecified)	-15	17	-12	.	1	1.1	-4	0.066	0.9
CC(C)CCn1nnnc1C(C(C)C)N1CCC(C(N)=O)CC1 (stereo unspecified)	-17	-13	-10	2.0	-1	-0.3	-1	0.71	-0.1
CCN1C(=O)/C(=C\N(C)C)S/C1=N\S(=O)(=O)c1ccc(C)cc1	-6	3	-10	0.8	8	-0.5	9	-0.29	1.4
CCSc1nncn1/N=C/c1ccc(OC)c(OC)c1	-46	-10	-14	-0.2	0	-2.0	-8	-0.35	0.2
COc1cc(C(=O)NCCC(C)C)c([N+](=O)[O-])cc1OC	-8	-3	-27	1.4	8	-1.1	-20	.	-0.1
Nc1cc(=O)[nH]c(=S)n1-c1ccccc1	-10	3	-16	0.1	9	0.3	3[fluorescence artefact?]	0.59	-0.5
NC(CC(=O)NC(c1ccccc1)(c1ccccc1)c1ccccc1)C(=O)O (stereo unspecified)	30	-21	2	0.6	.	-0.6	2	0.3	-0.3
Cc1onc(-c2ccccc2Cl)c1C(=O)Oc1cc(N)n(S(=O)(=O)c2ccc(F)cc2)n1	-11	-1	22	-1.7	15	-4.4	2	-1.1	-0.3
C=CCN1C(=O)C(CC(=O)Nc2ccc(C)cc2)SC1=Nc1c(C)n(C)n(-c2ccccc2)c1=O (stereo unspecified)	-15	14	-11	-0.9	-1	-1.5	10	.	0.5
CCOC(=O)Cc1csc(NC(=O)CSc2nnc(C(C)C)n2CC)n1	7	-15	-9	1.0	-8	-1.2	5	0.6	-0.9
O=C(Nc1ccc2[nH]c(=S)sc2c1)Nc1ccccc1F	17	-18	-3	-1.2	13	-15	2	23*	2.4
Cc1ccc(N2CC(=O)N(NC(=O)Nc3ccc(Cl)c(Cl)c3)CC2=O)cc1	-22	-4	-5	1.8	7	5.5	1	-0.044	1.5
Cc1sc(NC(=O)CSc2nnc(CCNC(=O)c3cccs3)n2C)nc1-c1ccccc1	3	.	0	0.0	-8	-1.2	1	0.067	-0.1
COc1cc(C(=O)Nn2c(O)c(C3=c4ccccc4=NC3=O)sc2=S)ccc1O	-5	-5	-12	0.8	14	1.2	-4	0.12	0.7
Cc1cccc(-n2c(SCCC(=O)O)nnc2-c2cccs2)c1C	-19	-16	-20	0.3	12	-0.1	-1	.	0.3
COc1cccc2cc3c(=O)n(-c4ccccc4)nc-3oc12	-35	-6	16	1.0	7	-2.8	3	1.6	0.5

Just KCC2 mod, zVAD death inh and eIF4E 4G PPI, for some of the entries so far:
SMILES | KCC2 mod | zVAD death inh | eIF4E 4G PPI
CCOC(=O)Cc1csc(NC(=O)CSc2nnc(C(C)C)n2CC)n1 | 0.6 | -0.9 | 5
C=CCN1C(=O)C(CC(=O)Nc2ccc(C)cc2)SC1=Nc1c(C)n(C)n(-c2ccccc2)c1=O (stereo unspecified) | . | 0.5 | 10
COc1cccc2cc3c(=O)n(-c4ccccc4)nc-3oc12 | 1.6 | 0.5 | 3

(next part)
SMILES	Calpain2 inh	Mdm2 ligase inh	EBV gp42 inh	PERK inhibitor	Rad51 HR inh	TNF necrop inh	eIF4E 4G PPI	KCC2 mod	zVAD death inh
CC1CCCCC1NCC(=O)NCc1ccc(F)cc1 (stereo unspecified)	23	-7	0	0.4	13	0.7	1	.	-0.3
CCN(c1ccccc1)S(=O)(=O)c1ccc(Cl)c(NC(=O)CSc2nncn2C)c1	17	4	-18	-0.2	-4	3.2	5[fluorescence artefact?]	0.79	0.4
COc1ccc(C(=O)N/N=C/c2ccccn2)cc1OC	-8	-9	-24	0.5	0	0.5	-6	0.16	6.6
O=c1cc(-c2ccc(Cl)cc2)[nH][nH]1	-58	-13	0	1.6	-2	-2.3	2	.	-0.6
O=C(O)c1ccc(N/N=C/c2ccc3nccnc3c2)cc1	29	-85	-1	-0.2	-24	-6.8	-1	-0.47	20
CCOc1ccc(Oc2nc(C)cc(OC)n2)nn1	-6	0	-15	0.6	.	1.1	8[fluorescence artefact?]	-0.023	.
CN1CCN(c2ccc(C(=O)NC3CCCCC3)cc2[N+](=O)[O-])CC1	12	-1	6	0.2	2	1.9	-5	0.32	28
O=C1c2cccc(OCc3ccc(F)cc3)c2CCN1Cc1ccccc1	21	-18	6	-0.7	4	-1.7	6	-1.8	-0.6
CC(C)Cc1nc2n[nH]c(N)c2c2c1CCC2	-25	-11	-10	-0.7	-2	0.2	-10	0.31	0.1
O=C(COC(=O)c1cccc(O)c1)NCc1ccc2c(c1)OCO2	-12	0	-7	0.7	13	-1.1	-3	-0.75	-0.2
O=C1OC(c2ccccc2)/C(=C(/O)c2ccc(Cl)cc2)C1=O (stereo unspecified)	-11	-13	-17	0.4	3	1.0	-1	0.049	1.5
COc1ccc(Cl)cc1C(=O)NCc1cn(C)nc1C	4	-6	-16	-1.4	0	-0.3	3[fluorescence artefact?]	-0.29	-0.1
CCCN1C(=O)/C(=C/c2ccco2)SC1=Nc1ccc(OC)cc1	-7	-11	-13	1.0	6	0.9	2	-0.75	0.1
CC(=O)N(C(C)=O)n1c(C)nc2sc3c(c2c1=O)CCCC3	7	-13	6	0.3	-3	0.2	18	-1.1	0.2
CCN1CCN(CCCNC(=O)C(NC(=O)C2CCC(C)CC2)C(C)C)CC1 (stereo unspecified)	-11	-21	-22	0.7	-8	0.5	-7[fluorescence artefact?]	.	1.7
CC(O)C(NS(=O)(=O)c1ccc(Cl)cc1)C(=O)OCc1cc([N+](=O)[O-])cc2c1OCOC2 (stereo unspecified)	-6	-3	8	-0.5	4	-3.4	3	-0.47	-0.2
COc1ccc(NC(=O)CN2CCCN(S(=O)(=O)c3ccc(F)cc3)CC2)c(OC)c1	3	-25	3	-0.1	.	2.6	-1	-0.65	-0.5
O=C(CCN1C(=O)/C(=C\c2cccs2)SC1=S)Nc1nccs1	1	5	-17	1.0	-13	0.2	7	1.1	-0.1
O=C(COC(=O)c1cc2ccccc2cc1O)Nc1cccnc1Cl	0	0	-15	0.7	11	1.8	2	-0.16	1.1
COc1ccc(C(=O)OCC(=O)Nc2ccc([N+](=O)[O-])cc2OC)c(O)c1	17	-7	-12	-0.3	-1	-1.1	-5	0.16	1.4
Fc1ccc2nc3[nH]c4ccccc4c3nc2c1	-3	-20	2	-0.3	-12	-3.8	-2	-2.3	2.3
O=C(CN1C(=O)C2C3CC(C(Br)C3Br)C2C1=O)Nc1ccc(C(=O)O)cc1 (stereo unspecified)	-18	2	-1	-0.5	14	-1.0	1	0.04	0.3
O=C(Oc1cccnc1)c1ccc([N+](=O)[O-])cc1	-16	3	-5	1.4	.	-0.3	8	0.2	1.0
Cc1c(NC(=S)N/N=C/C=C/c2ccc([N+](=O)[O-])cc2)c(=O)n(-c2ccccc2)n1C	24	-12	-11	-0.4	14	-3.0	1	0.3	.
CCOc1ccc(NC(=S)Nc2ccc3nsnc3c2)cc1	3	-18	-6	-0.6	-54	-0.4	-1	0.72	0.6
Continuation:
SMILES	Calpain2 inh	Mdm2 ligase inh	EBV gp42 inh	PERK inhibitor	Rad51 HR inh	TNF necrop inh	eIF4E 4G PPI	KCC2 mod	zVAD death inh
C/C(N)=C(/C#N)C(=O)CSc1nnc(-c2ccccc2)n1C	20	2	-14	0.7	-1	0.4	4	-1.4	0.5
O=C1CCCN1CCCNC(=S)Nc1ccc(Nc2ccccc2)cc1	16	-8	-2	-1.2	2	0.1	-2	-1.8	2.7
Cc1ccc(NC(=S)N2CCOCC2)cc1	-2	-17	-3	0.9	-1	0.2	-6	0.63	-0.1
O=C(Oc1ccc2ccccc2c1)c1ccco1	-25	-12	4	0.7	5	1.3	0	-0.58	-0.2
CC(C)Sc1nc2sc3c(c2c2nnc(SCC(=O)NCc4ccco4)n12)CCCC3	i	0	-22	-1.1	-11	0.6	-28	0.83	0.4
CC(c1ccon1)N(C)C(=O)CCc1nnc(C2(c3ccc(Cl)cc3)CCC2)o1 (stereo unspecified)	4	-7	-9	1.9	-36	-0.2	0	-0.11	-1.0
COc1ccc(-c2cc(-c3c(O)c(OC)c4occc4c3OC)[nH]n2)cc1OC	-64	5	-1	-0.4	-5	-7.6	5	-0.94	0.3
CCCCOCCCNC(=O)N[C@H](C(=O)OC)C(C)CC (stereo partly specified)	-21	-9	-9	-0.4	4	1.2	-3	2.2	-0.2
CS(=O)(=O)c1ccc(Cl)c(NC(=O)c2ccc3ccccc3c2)c1	-10	-6	-1	0.2	-2	1.5	9	-0.35	0.3
O=C(Nc1ccc(-c2noc(CCc3ccccc3)n2)cc1)c1cccnc1	-12	-13	-12	-0.4	11	-5.2	1	-2.3	0.9
FC(F)(F)c1cccc(CNC(=S)Nc2ccccc2)c1	32	-9	5	-0.7	2	-1.2	4	0.63	0.0
COc1ccc(-c2[nH]ncc2CNCc2cc(C)n(C)n2)c(F)c1	-61	-2	3	0.6	2	0.5	-4	0.16	-0.6
CCOC(=O)N/N=C\c1ccc(C)s1	1	-5	-15	0.3	9	1.3	2	1.4	0.9
O=C1NC(=O)/C(=C/c2ccccn2)S1	-33	-13	3	0.8	.	-0.2	5	0.14	-0.3
Cc1ccc(S(=O)(=O)Nc2cc(-c3ccc(Cl)cc3)nn2C)cc1	-5	1	4	2.0	-5	-0.9	-6	-0.75	0.8
O=C(COc1ccccc1)NC(=S)Nc1ccc2c3c(cccc13)CC2	38	-7	17	-1.3	-4	-0.4	-12	.	0.1
